CRE-bla Fsk – CRE-bla signaling modulation under forskolin stimulation; 71,000 tested, 2.5% active; AID 662; Potency, µM (doses to about 38.2 µM), inactives show top-dose activity change, negative = inhibition, usual class: activators; CHO CRE-bla reporter (cAMP response element driving beta-lactamase), forskolin EC10, beta-lactamase ratio; active = well fitted activation curve with a large enough effect in the signal ratio, with a control signal flat, not every such curve was filed as active; inconclusive = small, poorly fitted or top-dose-only effect, or effect the other way, or a change in a side signal; the % refers to the signal ratio; also: potency is read from the fitted curve at half-maximal effect; % of control where 0% means no effect
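CRE-bla CHO reporter cells treated with compound titration plus EC10 NKH 477 (water-soluble forskolin), incubated 3 h at 37 °C; CCF4 loading 2 h at room temperature, 460/530 nm emission ratio read, AC50 values derived for positive or negative modulators.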
HEK293 cAMP ctrl – parental HEK293 cAMP activation (counter-screen); parental HEK293 CNG cAMP sensor, membrane potential fluorescence; Potency, µM (highest dose often 57.1 µM), without a hit: top-dose activation, usual class: activators; 73,000 tested, 2.5% active; AID 938; also: potency is read from the fitted curve at half-maximal effect; % of control where 0% means no effect; nearly all actives have a fitted effect of over 55% in size
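Parental HEK 293 cells stably expressing a cAMP-gated CNG channel were loaded with membrane potential dye containing 100 uM RO 20-1724 for 60 min. Compound added for 30 min; depolarization read as fluorescence intensity at 590 nm.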
A350 autofl – A350 region autofluorescence. Compound autofluorescence, 340/450 nm, Alexa 350 dye-equivalents; stronger effect = higher value. max dye-equivalent concentration, M. 59,000 tested, 11% active. AID 590; in the data active = max dye-equivalent concentration above about 10 nM; inconclusive = mostly about 1.1 nM to 9.6 nM
USP2a inh – blocks human ubiquitin-specific protease USP2a; O75604; USP2a enzymatic assay, qHTS inhibition; Potency, µM (highest dose often 38.3 µM), inactives show at the highest dose activity change, negative = inhibition, hits mostly inhibitors; 60,000 tested, 0.1% active;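 also: potency is read from the fitted curve at half-maximal effect; nearly all actives have a fitted effect of over 60% in size; plate controls were DMSO for no effect and NEM full inhibition control for full effect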
Target sequence (O75604 whole entry, looked up): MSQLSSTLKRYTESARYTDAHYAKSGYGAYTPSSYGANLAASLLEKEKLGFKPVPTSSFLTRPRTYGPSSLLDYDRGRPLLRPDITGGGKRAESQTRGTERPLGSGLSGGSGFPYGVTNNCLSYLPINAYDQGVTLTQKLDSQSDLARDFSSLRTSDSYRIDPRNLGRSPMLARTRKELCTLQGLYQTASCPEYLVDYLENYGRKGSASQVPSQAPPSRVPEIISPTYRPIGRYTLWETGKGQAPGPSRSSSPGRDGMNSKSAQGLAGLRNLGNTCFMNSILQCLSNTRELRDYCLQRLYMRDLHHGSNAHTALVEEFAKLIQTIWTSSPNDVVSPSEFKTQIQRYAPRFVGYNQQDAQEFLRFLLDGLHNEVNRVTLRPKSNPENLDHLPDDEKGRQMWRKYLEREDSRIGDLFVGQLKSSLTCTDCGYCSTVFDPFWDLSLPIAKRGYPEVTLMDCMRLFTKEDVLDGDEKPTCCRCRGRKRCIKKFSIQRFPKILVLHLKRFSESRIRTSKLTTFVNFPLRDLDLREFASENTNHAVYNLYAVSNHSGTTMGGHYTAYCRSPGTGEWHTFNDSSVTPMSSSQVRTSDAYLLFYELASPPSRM
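USP2 core (20 nM final) was preincubated with compound for 30 min at RT in 20 mM Tris-HCl pH 8.0, 2 mM CaCl2, 2 mM beta-mercaptoethanol; Ub-PLA2 (20 nM) plus NBD C6-HPC (20 uM) then added, fluorescence read after 2.5 h.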
BRCT PPI green – inhibitors of human BRCA1 BRCT-phosphoprotein interaction (green fluorophore) | BRCA1 BRCT-phosphopeptide binding, green fluorescence polarization | P38398 | Potency, µM (titrated, usually from 76.9 µM), without a hit: at the top dose activity change, negative = inhibition, most hits filed as inhibitors | 75,000 tested, 0.05% active | AID 875;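 also: potency is read from the fitted curve at half-maximal effect; plate controls were peptide without protein for full effect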
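Compounds were incubated for 12 min at room temperature with a complex of 100 nM fluorescein-tagged pBACH1 decapeptide and 250 nM His-tagged BRCT protein. Buffer was phosphate pH 7.3 with EDTA, DTT and Tween 20. Disruption of binding lowers the polarization signal.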
ERK AVP inh – vasopressin-driven ERK pathway inhibition; Potency, µM (series often up to 57.5 µM), for the others: at the highest dose activity, negative = inhibition, hits mostly inhibitors; 72,000 tested, 0.99% active; HEK293-V1b, vasopressin-stimulated pERK AlphaScreen; also: potency is read from the fitted curve at half-maximal effect; % is scaled to controls: 0 for no effect and ±100 for the full control effect; nearly all actives have a fitted effect of over 55% in size
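Phosphorylated ERK1/2 detected via AlphaScreen bead proximity in lysates of V1b-expressing HEK293 cells given 25 nM vasopressin for 5 min after 30 min compound exposure (37 °C). AC50 from Hill equation; basal DMSO 0%, vasopressin 100%.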
Casp1 inh – allosteric or competitive inhibitors of human caspase-1; Caspase-1 enzyme, Ac-WEHD-AFC fluorogenic rate; Potency, µM (top dose mostly 57.5 µM), without a hit: at the top dose activity change, negative = inhibition, most hits filed as inhibitors; 75,000 tested, 0.03% active;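 also: potency is read from the fitted curve at half-maximal effect; plate controls were vehicle for no effect and no substrate for full effect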
Tau fil binding – binds recombinant human tau filaments | P10636 | recombinant tau filaments, thioflavin S fluorescence, 15 h; filaments grown with octadecylsulfate alongside compound | Potency, µM (series often up to 57.1 µM), without a hit: at the highest dose activity change, negative = inhibition | 71,000 tested, 2% active | AID 596;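 also: potency is read from the fitted curve at half-maximal effect; % is scaled to controls: 0 for no effect and ±100 for the full control effect; actives lower thioflavin S fluorescence by blocking filaments or displacing dye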
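Thioflavine S fluorescence (ex 450, em 510 nm) reports filaments formed from 1 uM human tau plus 30 uM ODS over 15 h at 37 C (10 mM HEPES pH 7.4, 100 mM NaCl, 5 mM DTT); compounds displacing dye or blocking filaments lower signal.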
BRCT inh red – BRCT-phosphoprotein interaction inhibition (red fluorophore). BRCT-phosphopeptide binding, red fluorescence polarization. Potency, µM (doses to about 76.9 µM), for inactives: at the highest dose activity change, negative = inhibition, most hits filed as inhibitors. 75,000 tested, 0.03% active; also: % is scaled to controls: 0 for no effect and ±100 for the full control effect
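Rhodamine-labelled pBACH1 10-mer (100 nM) bound to BRCT domain (100 nM) at pH 7.3; compounds incubated 12 min room temperature, polarization read. Free peptide defines full inhibition; unlabelled decapeptide titrated as control.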
FLuc inh – firefly luciferase inhibition; Potency, µM (series often up to 57.1 µM), without a hit: at the highest dose activity change, negative = inhibition, actives largely listed as inhibitors; AID 411; purified firefly luciferase, luminescence, 8 min; P08659; 72,000 tested, 2.2% active; also: potency is read from the fitted curve at half-maximal effect; % is scaled to controls: 0 for no effect and ±100 for the full control effect; nearly all actives have a fitted effect of over 40% in size
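Substrate buffer containing 10 uM ATP (pH 7.2 imidazole, Mg2+, KCl, detergent, BSA) is dispensed, compound pinned in, then luciferase/luciferin detector mix added. After 8 min at ambient temperature, light output is measured.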
Caspase-7 inhib – allosteric or competitive inhibitors of human caspase-7 | P55210 | recombinant caspase-7, Ac-DEVD-AFC fluorescence rate | Potency, µM (doses to about 57.5 µM), for the others: at the highest dose activity change, negative = inhibition, actives largely listed as inhibitors | 75,000 tested, 0.02% active; active = well fitted inhibition curve with a large enough effect in the main read-out, with a control signal flat, not every such curve was filed as active; inconclusive = small, poorly fitted or top-dose-only effect, or a change in a side signal; also: potency is read from the fitted curve at half-maximal effect; % of control where 0% means no effect
Target sequence (P55210 24-198 limits assumed): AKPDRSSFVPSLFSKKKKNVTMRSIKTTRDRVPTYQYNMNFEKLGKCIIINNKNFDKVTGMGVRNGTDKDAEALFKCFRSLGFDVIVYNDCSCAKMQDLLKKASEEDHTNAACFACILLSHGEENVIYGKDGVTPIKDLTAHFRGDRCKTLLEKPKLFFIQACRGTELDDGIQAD
Target sequence (P55210 207-303 limits assumed): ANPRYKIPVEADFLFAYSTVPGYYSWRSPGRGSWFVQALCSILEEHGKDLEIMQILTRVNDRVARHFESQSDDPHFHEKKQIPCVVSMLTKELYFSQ
The depositor's hits bear a star; i = inactive; u = inconclusive; x = no result given; & = joins results of further samples; ! = a repeat was not active; [ ] = remark or other dose. Unless noted, calls follow the shape of the dose curve; as a rule, active = well fitted curve in the direction sought with a large enough effect; inconclusive = small, poorly fitted or top-dose-only effect, or another doubt; inactive = no such curve, though single readings can be large; an effect the other way counts as inactive or inconclusive. A portion of the library; count on the stated rates, not on these rows.

cpd	Structure	HEK293 cAMP ctrl	ERK AVP inh	A350 autofl	Caspase-7 inhib	Casp1 inh	Tau fil binding	CRE-bla Fsk	BRCT PPI green	FLuc inh	USP2a inh	BRCT inh red
1	CCOC(=O)C(CCc1ccccc1)NC(C)C(=O)N1Cc2ccccc2CC1C(=O)O (configuration not stated)	x	-11%	x	-2%	2%	x	x	-4.7%[3.08 µM]	x	-17%	-0.7%
2	CCCCCCCCCCCCCCC[C@H](O)[C@H](N)CO	-6%	-6%	i	1%	1%	0%	-6%	-2.1%	1%	6%	-0.9%
3	CCCn1cnc2c1c(=O)n(CCCCC(C)=O)c(=O)n2C	5%	-19%	i	0%	-4%	3%	u	-3.0%	3%	1%	-0.9%
4	C[C@]12CCC(=O)C=C1CC[C@@H]1[C@@H]2CC[C@@]2(C)[C@H]1CC[C@]2(O)C(=O)CO	x	-16%	i	-1%	0%	x	x	-1.8%	-1%[25.5 µM]	8%	-2.4%
5	CC(=O)C1CCC2C3CC(C)C4=CC(=O)CC[C@@]4(C)C3C(O)C[C@@]12C (some centres not stated)	x	-5%	x	1%	-2%	x	x	-0.1%[3.08 µM]	x	11%	0.0%
6	CCCN[C@@H](C)C(=O)Nc1c(C)csc1C(=O)OC	10%[25.6 µM]	14%[25.7 µM]	i	-1%[25.7 µM]	-3%[25.7 µM]	-7%[25.6 µM]	1%[17.1 µM]	-2.0%[34.4 µM]	4%[25.5 µM]	17%[17.1 µM]	-1.1%[34.4 µM]
7	Cc1ccccc1OC[C@H](O)CO	1%[25.6 µM]	-13%[25.7 µM]	i	3%[25.7 µM]	-4%[25.7 µM]	13%[25.6 µM]	-2%[17.1 µM]	-1.2%[34.4 µM]	0%[25.5 µM]	-5%[17.1 µM]	-1.8%[34.4 µM]
8	O=c1cc(-c2ccc(O)cc2)oc2cc(O[C@H]3OC(CO)C(O)C(O)C3O)cc(O)c12 (some centres not stated)	x	-10%	x	-3%	1%	x	x	-1.0%[3.08 µM]	x	-1%	0.8%
9	CC(COc1ccccc1)NC(C)C(O)c1ccc(O)cc1 (configuration not stated)	x	u	i	-2%	0%	x	x	-0.9%[3.08 µM]	1%[25.5 µM]	-6%	1.6%
10	c1ccc(CN(CC2=NCCN2)c2ccccc2)cc1	12%[25.6 µM]	12%	u	1%	4%	u	u	0.1%[3.08 µM]	-20%[25.5 µM]	-11%	0.4%
11	COc1ccccc1N1CCN(CCCNc2cc(=O)n(C)c(=O)n2C)CC1	13µM*!	38%[activator]	1.5e-08M*!	5%	-2%	-16%	-7%	0.9%	2%	3%	-1.3%
12	c1ccc(CC2=NCCN2)cc1	u	14%	i	0%	2%	8%[25.6 µM]	6%[17.1 µM]	-0.1%[3.08 µM]	-1%[25.5 µM]	-16%	-0.1%
13	COC(=O)C1=CO[C@@H](O[C@H]2OC(CO)C(O)C(O)C2O)C2C1CC(O)C2C (some centres not stated)	x	18%	x	1%	-3%	x	x	-1.9%	x	-3%	4.2%
14	C[C@@H](N)C1CCC(C(=O)Nc2ccncc2)CC1 (some centres not stated)	-7%	-17%	x	0%	2%	x	x	-1.3%	x	x	-0.9%
15	O=c1cc(-c2ccc(O)cc2)oc2cc(OC3OC(CO)C(O)C(O)[C@H]3O[C@@H]3OC[C@@](O)(CO)C3O)cc(O)c12 (some centres not stated)	x	-16%	x	-23%	-4%	x	x	0.6%	x	-4%	0.9%
16	CCOc1ccccc1C(N)=O	21%	-13%	x	-1%	-2%	14%	-9%	-1.1%	x	x	1.0%
17	COc1ccc(C(=O)CC(=O)c2ccc(C(C)(C)C)cc2)cc1	x	11%	x	-2%	5%	x	x	-1.2%[3.08 µM]	x	3%	2.0%
18	O=C(NCCc1c[nH]c2ccccc12)c1cccnc1	-3%	-10%	i	-2%	0%	-9%	u	0.7%	-1%	-4%	-0.7%
19	C=CC1=C(C(=O)O)N2C(=O)C(NC(=O)/C(=N\O)c3csc(N)n3)C2SC1 (configuration not stated)	x	-1%	x	-4%	2%	x	x	0.6%[3.08 µM]	x	-7%	0.3%
20	Oc1cc(O)c2c(c1)O[C@H](c1ccc(O)c(O)c1)[C@@H](O)[C@@H]2c1c(O)cc(O)c2c1O[C@@H](c1ccc(O)c(O)c1)[C@H](O)C2	13%[11.4 µM]	-19%[11.5 µM]	i	-10%[11.5 µM]	-2%[11.5 µM]	2%[11.4 µM]	1%[7.6 µM]	0.3%[15.4 µM]	0%[11.4 µM]	x	1.6%[15.4 µM]
21	CC12CCC(CC1)C(C)(C)O2	3%	26%&-7%	x	1%&1%	0%&-4%	1%	-2%	-2.2%&-1.9%	x	-4%	1.6%&0.9%
22	COc1ccc(/C=C/C(=O)Nc2ccccc2C(=O)O)cc1OC	x	39%[activator]	u	0%	2%	x	x	-3.8%	u	-1%	2.8%
23	CCCCCCO	-18%	-17%	x	0%	-5%	-2%	-5%	-0.3%	x	x	0.9%
24	Cc1cc(-c2ccccc2)nnc1NCCN1CCOCC1	2%[25.6 µM]	-1%	i	2%	5%	5%[25.6 µM]	0%[17.1 µM]	0.8%[3.08 µM]	0%&4%[25.5 µM]	-1%	-2.4%
25	O=C1c2ccc(O)c(O)c2C(=O)c2c(O)ccc(O)c21	x	3.2µM*	x	-23%	-3%	x	x	0.3%[3.08 µM]	x	4µM*	32µM*
26	CC(=O)Nc1ccc(C(=O)O)cc1	-13%	6%	x	2%	-1%	-3%	-9%	-0.7%	x	x	0.2%
27	COc1cc(O)c2c(=O)cc(-c3ccc(OC)c(-c4c(O)cc(O)c5c(=O)cc(-c6ccc(O)cc6)oc45)c3)oc2c1	x	-4%	x	-15%	-1%	x	x	-2.1%[3.08 µM]	x	u	0.1%
28	CN1CCN(C(c2ccccc2)c2ccccc2)CC1	5%[25.6 µM]	-3%	i	1%	3%	1%[25.6 µM]	1%[17.1 µM]	-2.2%[3.08 µM]	6%[25.5 µM]	11%	2.6%
29	CC[C@H](Cc1c(I)cc(I)c(N)c1I)C(=O)O	16%[25.6 µM]	-22%[25.7 µM]	i	1%[25.7 µM]	-1%[25.7 µM]	-12%[25.6 µM]	10%[17.1 µM]	-1.8%[34.4 µM]	-2%[25.5 µM]	-21%[17.1 µM]	-1.1%[34.4 µM]
30	CN(C(=O)CCCOc1ccc2[nH]c(=O)ccc2c1)C1CCCCC1	19%&-2%	-14%	8e-08M*	2%	4%	u	28%&14%	-2.5%	5%&1%	2%	-2.9%
31	CC(=O)c1ccc(S(=O)(=O)NC(=O)NC2CCCCC2)cc1	9%	3%	i	-1%	-3%	-4%	-14%	-1.4%	0%[25.5 µM]	7%	3.0%
32	CC(=O)O[C@@]1(C(C)=O)CCC2C3C=C(Cl)C4=CC(=O)C5CC5[C@@]4(C)C3CC[C@]21C (some centres not stated)	x	u	x	1%	3%	x	x	1.2%[3.08 µM]	x	26%	0.9%
33	CCCCCCN	28%	-10%	x	-3%	1%	0%	-12%	-1.3%	x	x	1.8%
34	CN(C)CCOC(C)(c1ccccc1)c1ccccn1 (configuration not stated)	x	23%	i	2%	-2%	x	x	0.1%[3.08 µM]	1%[25.5 µM]	-9%	1.4%
35	CN1CCOC(c2ccccc2)c2ccccc2C1 (configuration not stated)	x	23%	x	-1%	0%	x	x	-1.6%[3.08 µM]	x	-3%	0.3%

Screening data deposited in PubChem BioAssay by National Center for Advancing Translational Sciences (NCATS).
